Assay outcomes (PubChem BioAssay)
OX1R antag-1: human HCRTR1 antagonism; CHO/OX1R cells, Fluo-8 calcium fluorescence, orexin A; 330,000 compounds, 0.43% hits; AID 434989; O43613; inhibition, % at 5 µM;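 active means inhibition above its plate's threshold, mean inhibition of all tested compounds on the plate plus 3 SD, cut at about 37% in these data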;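 further: 0% = orexin A challenge wells and 100% = SB-334867-A antagonist wells; not every result past the cut was called active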
Target sequence (O43613 whole entry, looked up): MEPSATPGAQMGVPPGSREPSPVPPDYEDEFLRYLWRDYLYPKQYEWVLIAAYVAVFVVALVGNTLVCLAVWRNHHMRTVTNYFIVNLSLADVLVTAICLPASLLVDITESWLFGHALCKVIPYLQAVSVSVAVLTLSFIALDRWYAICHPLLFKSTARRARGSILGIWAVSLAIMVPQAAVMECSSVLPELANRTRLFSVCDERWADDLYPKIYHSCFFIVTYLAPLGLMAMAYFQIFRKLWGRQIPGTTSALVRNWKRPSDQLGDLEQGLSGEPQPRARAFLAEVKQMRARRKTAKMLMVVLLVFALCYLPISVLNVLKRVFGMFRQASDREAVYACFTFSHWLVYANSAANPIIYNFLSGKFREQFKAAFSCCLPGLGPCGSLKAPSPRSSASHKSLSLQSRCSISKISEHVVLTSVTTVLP
OX1R antag-2: antagonists of human orexin 1 receptor (OX1R). OX1R-expressing cells, FRET antagonist read-out. inhibition, % at 6.6 µM. AID 485270. 330,000 compounds, 1.8% hits; in the data active means inhibition mostly above about 38%, no sharp cut-off; inactive means mostly below about 40%;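 further: 0% = agonist challenge alone and 100% = reference antagonist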
* = called active by the depositor; & = joins results of further samples.

SMILES | OX1R antag-1 | OX1R antag-2
Cc1cccc(C(C)C)c1NC(=O)CN1C(=O)NC(Cc2ccccc2)C1=O (configuration not stated) | -14 | 17
Cc1cccc(NC(=O)N2CCCC(CNC(=O)c3ccccc3Cl)C2)c1C (configuration not stated) | -11 | 2
CCOC(=O)COn1c(=O)c(=O)n(OC)c2ccccc21 | -5 | 28
Cn1c(N2CCOCC2)c(/C=N/O)c2ccccc21 | -11 | 22
COc1cc(NC(=O)c2ccc(OC)c([N+](=O)[O-])c2)ccc1NC(=O)c1ccco1 | -25 | 19
COc1ccc(OCc2cc(C(=O)N(C)Cc3cnccn3)no2)c(Cl)c1 | -15 | 22
O=C(NCc1cccnc1)Nc1ccc(Br)cc1 | -1 | 8
Cc1ccc(C(=O)Nc2ccc(S(=O)(=O)N3CCc4ccccc43)cc2)o1 | 2 | 17
Cn1cc(CNC(=O)C2CCC(=O)N(Cc3ccc(Cl)cc3)C2)cn1 (configuration not stated) | -9 | 4
CCN(C(=O)COc1cccc2cccnc12)C1CCS(=O)(=O)C1 (configuration not stated) | -12 | 25
CCOC(=O)CSc1nc2ccc(N)cc2s1 | -19 | 14
COc1cccc(NS(=O)(=O)c2ccc(Br)s2)c1 | -12 | 8
O=C(c1cc(-c2ccc(Cl)cc2)on1)N1CCCCCC1 | -22 | 14
CC[C@H](C)C(=O)O[C@H]1C[C@@H](C)C=C2C=C[C@H](C)[C@H](CC[C@@H]3C[C@@H](O)CC(=O)O3)[C@H]21 | -23&-14 | 11&11
CCCn1ncc(CN2CCC(Cc3cccc(F)c3)(C(=O)OCC)CC2)c1C | -38 | 15
COc1ccccc1CNC(=O)C1(C)Oc2cccnc2NC1=O (configuration not stated) | -13 | 6
CCCNC(=O)c1ccccc1NC(=O)Nc1ccccc1C | 4 | 20
Cc1cc([N+](=O)[O-])cc2c1NCC1CC=CC21 (configuration not stated) | -12 | 15
CC(=O)c1ccc(S(=O)(=O)NC2CC(=O)N(c3ccc(C)c(C)c3)C2)cc1 (configuration not stated) | -33 | 3
O=C(COc1ccc(Cl)cc1)NCCNc1ccc([N+](=O)[O-])cc1 | -28 | 10
CC(NC(=O)Nc1cccc([N+](=O)[O-])c1)(C(F)(F)F)C(F)(F)F | 2 | 43
Cc1ccc(C(=O)NC(C)c2ccc(S(N)(=O)=O)cc2)s1 (configuration not stated) | -10 | 0
Cc1cc(/C=C2/NC(=S)NC2=O)c(C)n1-c1cccnc1 | 0 | 35
COc1ccc(Cl)cc1NC(=O)COC(=O)c1cc(NS(=O)(=O)c2cccs2)ccc1O | -6 | 24
Cc1ccc(NC(=O)COC(=O)c2cccc3c2C(=O)c2ccccc2C3=O)c(C)c1 | -15 | 31
O=C(NNC(=O)c1cc(-c2ccccc2)nc2ccccc12)c1csc(N2CCOCC2)n1 | -24 | 29
COc1ccc(NC2=C(C(C)=O)C(c3ccc(N(C)C)cc3)C(C(C)=O)C(C)(O)C2)cc1 (configuration not stated) | -30 | 8
O=C(NC(Cc1ccc(O)cc1)C(=O)O)/C(=C/c1ccccc1)NC(=O)c1ccccc1 (configuration not stated) | -1 | 5
O=C(Nc1cc(=O)c2ccccc2o1)N1CCCCC1 | -13 | 2
CC(C)C(=O)Nc1cc(S(=O)(=O)Nc2cccc(Cl)c2)ccc1Cl | -11 | 9
COCCCN1Cc2cccc(C(=O)O)c2C1=O | -3 | 5
O=C(CCn1c(=O)sc2ccccc21)NCc1ccc2c(c1)OCO2 | -16 | 1
O=C1C[C@@H](c2ccc(O)cc2)Oc2cc(O)cc(O)c21 | -3 | 16
Cc1cc(-c2onc(C)c2C(=O)Oc2ccc(Cl)cc2)no1 | -22 | 8
Cc1ccc(S(=O)(=O)N2[C@@H](c3ccc(Cl)cc3)C(C(=O)O)=CC[C@H]2c2ccc(Cl)cc2)cc1 | 12 | 58*
CC(=O)N(CCCN(C)C)c1nc2ccc(C)cc2s1 | -6 | 10
O=C(CSc1nnc(Nc2ccccc2F)s1)NCC1CCCO1 (configuration not stated) | -24 | 6
NC(=O)c1nsc(C(=O)N(c2ccccc2)C(C(=O)NCC2CCCO2)c2cccs2)c1N (configuration not stated) | -40 | 2
Cc1cc(Cl)ccc1NC(=O)CN(C)C1=NS(=O)(=O)c2ccccc21 | -3 | 0
CSc1nc(/C=C2\C=Nc3ccccc32)c(O)n1C | 12 | 47

Rewritten tab-delimited: part of the list above
mol	OX1R antag-1	OX1R antag-2
Cn1c(N2CCOCC2)c(/C=N/O)c2ccccc21	-11	22
COc1cccc(NS(=O)(=O)c2ccc(Br)s2)c1	-12	8

Further compounds
SMILES | OX1R antag-1 | OX1R antag-2
O=C(NCC(c1ccco1)N1CCCCC1)c1ccc(NS(=O)(=O)c2ccc(F)cc2)cc1 (configuration not stated) | -10 | 11
CCCn1nnnc1SCC(=O)Nc1cccc(NC(=O)c2ccco2)c1 | -42 | 19
CCC(NC(=O)Nc1nccs1)(C(F)(F)F)C(F)(F)F | 1 | 34
CC(C)(C)OC(=O)N1CSC[C@H]1C(=O)NC[C@H](CC(=O)O)c1ccc(Cl)cc1 | -47 | 15
COc1ccc(C(=O)Cn2nnc(-c3ccccc3-n3cnnn3)n2)cc1 | 2 | 8
COc1ccc(OC)c(CNCc2ccc3c(c2)OCO3)c1 | -15 | 11
O=C(CN1C(=O)/C(=C/c2ccccc2)SC1=S)Nc1cccnc1 | -17 | 11
O=C(CN1C(=O)c2ccccc2C1=O)NC1CCCCCC1 | -17 | 20
O=C(c1cc(F)c(F)c(F)c1F)N1CCN(C(=O)C2CCCO2)CC1 (configuration not stated) | -9 | 11
C/C(=N\NC(=O)c1c[nH]c2ccccc12)c1ccc(C)o1 | -19 | 6
Cc1ccccc1N/C(=C(/C(Cl)=C(Cl)Cl)[N+](=O)[O-])n1nnc2ccccc21 | -23 | 5
Oc1ccc(Br)cc1-c1cc(-c2ccccc2Cl)[nH]n1 | 5 | 8
CNCc1ccccc1OCc1ccc(F)cc1 | -15 | 6
Cc1cc(C)c2c(-n3cccc3)nn(CC#N)c2n1 | -16 | 4
CC(C)(C)c1ccc(Cn2c(=O)cnc3ccccc32)cc1 | -16 | 19
CCS(=O)(=O)Nc1ccc(-c2nnc(SCC(=O)c3ccc(NC(C)=O)c(OC)c3)o2)cc1 | -13 | 19
CNC(=O)c1ccc(-c2cc(C(F)(F)F)nn2C)s1 | -9 | 9
COc1ccc(/C=C/c2nnc(NC(=O)c3ccco3)s2)cc1 | -32 | 8
Cc1cc(C(=O)N2CCCC(Nc3ccc(F)cc3)C2)n(C)n1 (configuration not stated) | -9 | 4
CC1CCc2c(sc3ncnc(SCC(=O)c4ccccc4)c23)C1 (configuration not stated) | -20 | 22

Entries of single compounds, quoted from the list. Order of screens: OX1R antag-1, OX1R antag-2
Cc1cc(C(=O)N2CCCC(Nc3ccc(F)cc3)C2)n(C)n1 (configuration not stated) as listed: -9, 4
COc1ccc(C(=O)Cn2nnc(-c3ccccc3-n3cnnn3)n2)cc1 as listed: 2, 8

Further structures follow.
SMILES | OX1R antag-1 | OX1R antag-2
CCN(CC)S(=O)(=O)c1ccc(C)c(NC(=S)N2CCN(c3ccccn3)CC2)c1 | -25 | 8
Cn1nc(C(F)(F)F)cc1C(=O)NC1CCCCCC1 | -13 | 21
CN1C(=O)/C(=C/c2ccccc2Cl)Sc2ccc(C(=O)N3CCCC3)cc21 | -18 | -3
O=C1CC(SC2=NCCS2)C(=O)N1c1ccc(Cl)cc1 (configuration not stated) | -7 | 25
O=C(COc1ccc(Cl)c(Cl)c1)NN1C(=O)C2C(C1=O)C1C=CC2C12CC2 (configuration not stated) | -14 | 0
CC(C)(C)OC(=O)C[C@@H]1C/C=C\C[C@@H](CC(=O)NCCO)C(=O)NC[C@H](c2ccccc2)OC1=O | -4 | 12
Cc1ccc(C(c2sc3ncnn3c2O)N2CC(C)CC(C)C2)cc1 (configuration not stated) | -26 | 28
CCOc1ccc(N2CC(C(=O)N3CCc4ccccc43)CC2=O)cc1 (configuration not stated) | -17 | 14
Clc1ccc(OCc2nc(-c3ccccn3)n[nH]2)cc1 | -14 | 15
Cc1cccc(N2CCN(C(=O)c3ccc(CS(=O)Cc4cccc(Cl)c4)o3)CC2)c1C (configuration not stated) | 31 | 12
CCOC(=O)c1sc(SC)nc1N | -3 | 3
CC(=O)Nc1ccc(NC(=O)Nc2cccc3ccccc23)cc1 | -10 | 4
NC(=O)CC(NC(=O)Cc1cccc2ccccc12)c1ccc(N2CCN(c3ccccc3)CC2)c([N+](=O)[O-])c1 (configuration not stated) | -11 | 15
COC(=O)c1cc(S(=O)(=O)N2c3ccccc3CC2C)cn1C (configuration not stated) | -12 | 13
O=C(C1CC(=O)N(C2CCCC2)C1)N1CCN(c2ccc(F)cc2)CC1 (configuration not stated) | -14 | 15
CC(C)=CCN1CCN(Cc2nc(-c3ccccc3)cs2)CC1CCO (configuration not stated) | -26 | 0
COCCN1C(=O)N(c2ccc(Cl)cc2)C(=O)C1CC(=O)Nc1cc(OC)cc(OC)c1 (configuration not stated) | -25 | 20
CC(C)N(Cc1nc(-c2ccccc2)no1)S(=O)(=O)c1ccccc1 | -8 | 32
Cc1ccc(C)c(NC(=O)NNC(=O)c2cc3occc3[nH]2)c1 | -12 | 9
COc1cc(NC(=O)c2cc(S(=O)(=O)N3CCc4ccccc43)cn2C)cc(OC)c1OC | -17 | 11
Cc1ccc(S(=O)(=O)N2CCC(C)CC2)cc1C(=O)NCc1ccccn1 | -26 | 14
Cc1ccc(-n2c(C)cc(C(=O)OCC(=O)N(C)C3CCS(=O)(=O)C3)c2C)cc1 (configuration not stated) | -12 | 20
O=C(CSC(=S)N1CCCC1)NCC(=O)Nc1ccc(F)c(F)c1 | -10 | 16
COCCN1Cc2cccc(C(=O)NCCCN3CCCC3=O)c2C1=O | -2 | 4
CC1CN(C(=O)c2ccccc2Sc2ccccc2C#N)CC(C)O1 (configuration not stated) | -30 | -4
CC(=O)c1sc2nsc(SCCN3CCCCC3)c2c1N | -6 | 18
COc1ccc(C(CNC(=O)c2cccc(Br)c2)N2CCCC2)cc1 (configuration not stated) | -33 | 4
O=C(c1cnc(N2CCN(c3ncccn3)CC2)c2ccccc12)N1CCN(c2ncccn2)CC1 | -22 | 17
CN(Cc1cn(C)nc1-c1ccc(Oc2ccccc2)cc1)C1CCOC1 (configuration not stated) | -18 | 22
CCNC(=O)CC1C(=O)N(c2ccccc2)C(=O)N1CCOC (configuration not stated) | 5 | -1
CC(C)Nc1nc(NC(N)=S)nc(NC(C)C)n1 | -10 | 4
Cn1c(=O)cc(N2CCOCC2)[nH]c1=O | -3 | 12
Cn1ncc(N=Cc2ccccc2O)c1C(=O)N1CCOCC1 | -5 | 12
O=C(c1nnc(Cc2ccc(Cl)cc2)o1)N1CCc2ccccc2C1 | -10 | 17
Cc1cccc(NC(=O)C2CCN(S(=O)(=O)c3ccc4c(c3)OCCCO4)CC2)n1 | 25 | 14
CC1(C)Cc2c(sc(NC(=O)c3ccc(S(=O)(=O)N4CCCCCC4)cc3)c2C(N)=O)C(C)(C)N1 | 23 | 11
CCOc1ccc(CCNC(=O)C2CCCN2C(=O)OCc2ccccc2)cc1OCC (configuration not stated) | -8 | 46
CCCCNC(=O)c1cn(CC)c2ccc(S(=O)(=O)N3CCCC3)cc2c1=O | -20 | 23
CC1(C)CC(c2nc(-c3ccccc3)cs2)CCS1 (configuration not stated) | -26 | 8
Cc1ccc(C(=O)NC(C(=O)OCc2cn3cc(Cl)ccc3n2)C(C)C)cc1 (configuration not stated) | -24 | 10
O=C(COC(=O)CNC(=O)c1ccccc1)Nc1ccc(Cl)cn1 | -25 | 3
COc1ccc(C(=O)N2CCc3ccccc32)cc1 | -27 | 17
CCCCNS(=O)(=O)c1ccc2nc(-c3cccnc3)cc(C(=O)NC3CC3)c2c1 | -27 | 10
O=S(=O)(NCCc1ccccc1)c1ccccc1 | -12 | 15
O=C1CC(c2ccco2)=Nc2ccccc2N1 | 1 | 19

Of the compounds above, these have a nitro group on carbon:
SMILES | OX1R antag-1 | OX1R antag-2
COc1cc(NC(=O)c2ccc(OC)c([N+](=O)[O-])c2)ccc1NC(=O)c1ccco1 | -25 | 19
Cc1cc([N+](=O)[O-])cc2c1NCC1CC=CC21 (configuration not stated) | -12 | 15
O=C(COc1ccc(Cl)cc1)NCCNc1ccc([N+](=O)[O-])cc1 | -28 | 10
CC(NC(=O)Nc1cccc([N+](=O)[O-])c1)(C(F)(F)F)C(F)(F)F | 2 | 43
Cc1ccccc1N/C(=C(/C(Cl)=C(Cl)Cl)[N+](=O)[O-])n1nnc2ccccc21 | -23 | 5
NC(=O)CC(NC(=O)Cc1cccc2ccccc12)c1ccc(N2CCN(c3ccccc3)CC2)c([N+](=O)[O-])c1 (configuration not stated) | -11 | 15

Reprinted at random: 2 compounds from above, in no set order.
SMILES | OX1R antag-1 | OX1R antag-2
COc1ccc(C(=O)N2CCc3ccccc32)cc1 | -27 | 17
O=C1CC(c2ccco2)=Nc2ccccc2N1 | 1 | 19
